# Screening data as filed in PubChem.
# DENV2 CPE = inhibitors of DENV2 cytopathic effect; DENV2-infected cells, cytopathic effect rescue, plate reader; 1.7% of 350,000 active; AID 651640; CPE inhibition, % at 9.99 µM; in the data active = CPE inhibition above about 20%, passing the limit was not always enough; inconclusive = no clear call, values can overlap the other calls; tested in BHK-21 cells;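 note: 0% = median of neutral control wells and 100% = median of positive control wells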
# F508del corr = CFTR F508del correction in bronchial cells; CFBE cells, YFP halide quenching; stimulated with forskolin plus potentiator P3; % fluorescence drop versus neutral controls; AID 720511; activity (quench increase), % at 7.58 µM; 0.36% of 350,000 active;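 active = mean added fluorescence quench of at least 8% versus neutral control, with both replicates also reaching 8%; inconclusive = only one of the mean or replicate conditions met; inactive = mean below 8% and not both replicates reaching 8%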;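 note: cells transiently co-express mutant CFTR-F508del with the halide-sensitive YFP; corrector assay measuring rescue of mutant channel to the surface after 24 h compound exposure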
# miR-122 sensor = miR-122 inhibition in Huh7 cells; Huh7 miR-122 Renilla luciferase sensor, 48 h; neutral wells = 0, positive control = 100; activation (reporter increase), % at 12.5 µM; 0.3% of 340,000 active; AID 602342;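 active = mean replicate activation score at least 90 and every replicate individually at or above 90; inconclusive = only one of the two criteria met; inactive = neither criterion met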;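 note: higher luciferase means less miR-122 activity so hits act as miR-122 inhibitors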
# ERp5 block = blocks human ERp5 reductase activity on insulin; Q15084; ERp5 insulin aggregation, absorbance 650 nm, 90 min; inhibition, % at 9.99 µM; 0.05% of 350,000 active; AID 651711;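 active = mean replicate inhibition above about 25%, with every replicate also reaching it, limit read from the data, passing the limit was not always enough; inconclusive = only one of those two criteria met; inactive = neither criterion met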
# SIRT5 inh = blocks human SIRT5 desuccinylation of peptide. Purified SirT5, succinyl-peptide AMC, trypsin-coupled fluorescence. Q9NXA8. inhibition, % at 15 µM. 1.1% of 330,000 active. AID 652115; in the data active = inhibition above about 15%; inconclusive = no clear call, values can overlap the other calls
# Casp6 inh = inhibitors of human caspase-6; purified caspase-6, Z-VEID-R110 cleavage fluorescence; inhibition, % at 12.5 µM; 0.53% of 350,000 active; AID 686996;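 active = mean inhibition across replicates at least about 35%, with every replicate also reaching that limit, limit read from the data; inconclusive = only one of the two criteria met; inactive = neither criterion met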;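 note: 0% = median of neutral control wells and 100% = no fluorescence left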
# ERAP1 HTS inh = inhibitors of human ERAP1 aminopeptidase | AID 652197 | 0.15% of 340,000 active | Q9NZ08 | recombinant ERAP1, Leu-AMC fluorescence, 60 min | inhibition, % at 10.7 µM;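 active = mean replicate inhibition of at least 30%, or all replicates individually reaching that 30% level; inactive = mean below 30% and not every replicate reaching it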;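 note: 0% = neutral control wells and 100% = L-leucinethiol positive control wells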
# Target sequence (Q9NZ08 whole entry, looked up): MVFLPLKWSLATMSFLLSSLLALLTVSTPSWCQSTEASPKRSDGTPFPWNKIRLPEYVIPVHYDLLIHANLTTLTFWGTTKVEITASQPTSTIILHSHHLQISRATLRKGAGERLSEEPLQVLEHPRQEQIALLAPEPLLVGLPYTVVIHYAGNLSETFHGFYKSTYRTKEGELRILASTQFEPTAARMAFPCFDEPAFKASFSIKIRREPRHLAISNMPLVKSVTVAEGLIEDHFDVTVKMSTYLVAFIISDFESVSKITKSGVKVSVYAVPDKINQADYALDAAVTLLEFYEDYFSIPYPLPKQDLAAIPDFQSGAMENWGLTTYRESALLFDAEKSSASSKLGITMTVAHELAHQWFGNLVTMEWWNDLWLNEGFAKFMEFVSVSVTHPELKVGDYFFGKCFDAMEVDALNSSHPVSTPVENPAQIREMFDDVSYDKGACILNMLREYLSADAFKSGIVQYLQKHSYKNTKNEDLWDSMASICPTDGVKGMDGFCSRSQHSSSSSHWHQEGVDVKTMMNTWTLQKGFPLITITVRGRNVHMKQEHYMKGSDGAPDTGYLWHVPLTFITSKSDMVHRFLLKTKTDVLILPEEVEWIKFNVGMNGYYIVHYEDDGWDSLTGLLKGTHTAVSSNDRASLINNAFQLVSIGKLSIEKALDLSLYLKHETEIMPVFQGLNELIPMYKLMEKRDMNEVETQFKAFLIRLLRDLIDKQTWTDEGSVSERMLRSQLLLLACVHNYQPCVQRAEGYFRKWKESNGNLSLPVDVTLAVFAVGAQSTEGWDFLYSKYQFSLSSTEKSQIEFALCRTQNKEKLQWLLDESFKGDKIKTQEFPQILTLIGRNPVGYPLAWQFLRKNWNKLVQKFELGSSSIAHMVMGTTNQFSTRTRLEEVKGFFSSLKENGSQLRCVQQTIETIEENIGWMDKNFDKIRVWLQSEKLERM
# An asterisk follows results filed as active; ? = inconclusive; . = no result given; [ ] = remark or other dose.
# A first look, 5 compounds:
DENV2 CPE	F508del corr	miR-122 sensor	ERp5 block	SIRT5 inh	Casp6 inh	ERAP1 HTS inh	molecule
0	.	.	-5	2	2	-1	COc1ccc(NC(=O)CC(C)c2ccccc2)c([N+](=O)[O-])c1 (stereo not given)
-2	3.1	.	1	2	.	.	CCCNC(=O)Nc1ccc2c(c1)OC[C@H](C)N(C(=O)C1CCOCC1)C[C@@H](C)[C@@H](OC)CN(C)C2=O
2	-1.8	56[16.7 µM]	0	.	0	0	C[C@@H]1CN([C@H](C)CO)C(=O)c2cccc(NS(=O)(=O)c3ccc(F)cc3)c2O[C@@H]1CN(C)Cc1ccc(C(=O)Nc2ccccc2N)cc1
3	0.5	-1	0	0	1	7	Cc1ccc(S(=O)(=O)N(C)c2ccc(C(=O)NCc3ccccc3F)cc2)cc1
-2	0.0	.	2	0	-2	4	CCOc1ccc(C(=O)CCC(=O)N2CCN(S(=O)(=O)c3cccc(F)c3)CC2)cc1

# The listing, from the start:
DENV2 CPE	F508del corr	miR-122 sensor	ERp5 block	SIRT5 inh	Casp6 inh	ERAP1 HTS inh	molecule
0	.	.	-5	2	2	-1	COc1ccc(NC(=O)CC(C)c2ccccc2)c([N+](=O)[O-])c1 (stereo not given)
-2	3.1	.	1	2	.	.	CCCNC(=O)Nc1ccc2c(c1)OC[C@H](C)N(C(=O)C1CCOCC1)C[C@@H](C)[C@@H](OC)CN(C)C2=O
2	-1.8	56[16.7 µM]	0	.	0	0	C[C@@H]1CN([C@H](C)CO)C(=O)c2cccc(NS(=O)(=O)c3ccc(F)cc3)c2O[C@@H]1CN(C)Cc1ccc(C(=O)Nc2ccccc2N)cc1
3	0.5	-1	0	0	1	7	Cc1ccc(S(=O)(=O)N(C)c2ccc(C(=O)NCc3ccccc3F)cc2)cc1
-2	0.0	.	2	0	-2	4	CCOc1ccc(C(=O)CCC(=O)N2CCN(S(=O)(=O)c3cccc(F)c3)CC2)cc1
0	0.3	-10	0	0	0	-1	Cc1ccc(C)c(NC(=O)c2cc(-c3ccccc3O)n[nH]2)c1
5	-0.7	-4	4	-10	0	-4	CCCOc1ccc(F)cc1-c1cc(C(=O)Nc2ccc(C)c(NS(C)(=O)=O)c2)[nH]n1
4	1.4	6	9	.	2	-1	COc1ccc(-c2cnc3c(NC(C)=O)cc(-c4cc(F)ccc4OC)cn23)cc1OC
-6	-3.4	-1	1	2	-1	-3	COc1ccc(NC(=O)NNC(=O)c2ccc(-c3ccccc3)cc2)c(OC)c1
1	-0.1	.	3	-2	2	12	COCCN(C(=O)COC(=O)c1ccc(Br)o1)c1c(N)n(Cc2ccccc2)c(=O)[nH]c1=O
-2	-1.7	-5	-5	1	1	4	O=C(Cc1ccc(F)cc1)NC1CCSC1=O (stereo not given)
-2	0.5	9[16.7 µM]	-2	0	0	0	COc1cccc(CNC(=O)[C@@H]2[C@@H](CO)[C@@H]3Cn4c(cccc4=O)[C@H]2N3C(=O)C2CC2)c1
8	0.2	.	-5	-1	5	4	COc1ccc(/C=C/C(=O)OCC(=O)NC2CCCC(C)C2C)cc1S(=O)(=O)N1CCOCC1 (stereo not given)
?	-0.5	-11	2	-4	-3	0	COc1cccc(CNC(=O)C2CCCN(C(=O)c3ccc(Cl)cc3)C2)c1 (stereo not given)
-2	-1.7	.	1	1	1	-1	C[C@@H]1CN([C@@H](C)CO)C(=O)c2c(c3ccccc3n2C)-c2ccccc2CO[C@@H]1CN(C)S(=O)(=O)c1cccc(C#N)c1
?	2.0	6[16.7 µM]	1	-5	4	-6	C[C@H](CO)N1C[C@H](C)[C@H](CN(C)CC2CC2)Oc2cc(C#Cc3cccc(F)c3)ccc2S1(=O)=O
21*	0.5	-5	-6	.	.	-4	O=C(NCC1CC1)C1(S(=O)(=O)c2ccccc2)CC=CC1
-3	-3.0	.	3	0	2	-2	COc1cc([N+](=O)[O-])ccc1NC(=O)C1CCCN(S(C)(=O)=O)C1 (stereo not given)
.	1.3	.	0	1	2	3	O=C(O)CSCC(=O)N1CCCCC1
1	0.8	-5	-6	-2	0	-2	Cc1cccc(Cn2nc(C)cc2NC(=O)Cn2cc([N+](=O)[O-])cn2)c1
1	2.8	1	-11	-1	-10	-1	O=C(C[n+]1ccc(C(=O)NCc2ccccc2)cc1)c1ccc(Cl)cc1
-5	0.1	-3	-4	-4	-4	1	Fc1ccccc1CSc1nnc(Cn2cnc3ccccc32)n1-c1ccccc1
17	-0.3	.	-2	-2	1	-2	CN(C)C(=O)C[C@@H]1CC[C@H]2[C@@H](COc3ccc(NC(=O)C4CCC4)cc3C(=O)N2C)O1
?	3.7	61[16.7 µM]	2	1	2	-2	Cn1cnc(S(=O)(=O)N2C[C@H](O)COC[C@@H]3O[C@H](CC(=O)NC4CCCC4)CC[C@H]32)c1
-2	-1.8	-5	0	-1	0	12	COc1cc(/C=N/n2c(-c3n[nH]c4c3CCC4)n[nH]c2=S)cc(OC)c1O
-8	0.9	.	-6	-1	0	1	CN(C)S(=O)(=O)c1cc(NC(=O)COC(=O)c2nc(Cl)ccc2Cl)ccc1Cl
7	1.7	.	-4	.	.	-2	COc1ccc2c3c([nH]c2c1)[C@H](CO)N(C)CC31CCN(S(=O)(=O)c2cccc(F)c2)CC1
-2	-1.9	4	8	-4	2	-1	COc1ccc(C2/C=C\CN(C(=O)c3ccccc3)CC(=O)N2Cc2cccc(F)c2)cc1 (stereo not given)
-3	-7.2	.	6	-4	4	-1	Cc1nc2ncccn2c1-c1csc(Nc2ccc(N(C)C)cc2)n1
4	0.4	-1	5	-3	-2	3	Cc1cccc(-n2nc3c(c2NC(=O)CCCl)CSC3)c1
4	0.9	20[16.7 µM]	-4	5	-2	5	C[C@H]1CN([C@@H](C)CO)C(=O)c2cc(NC(=O)Cn3cnnn3)ccc2O[C@H]1CN(C)Cc1ccc2c(c1)OCO2
6	4.2	-8	-10	0	-1	0	CCc1ccc(CN(C)C(=O)CC2C(=O)NCCN2Cc2ccoc2)cc1 (stereo not given)
-2	0.0	-6	2	-2	1	1	Cc1ccccc1OCCNC(=O)c1ccco1
?	3.9	-3[16.7 µM]	6	-1	6	5	CC(C)NC(=O)N(C)C[C@@H]1Oc2ccc(NC(=O)c3ccncc3)cc2CC(=O)N([C@H](C)CO)C[C@H]1C
10	0.0	.	3	-4	-1	-1	CCC(C)NC(=O)C1c2ccccc2Oc2ccccc21 (stereo not given)
-4	-0.2	-5[16.7 µM]	3	5	3	0	COc1ccc(NC(=O)N(C)C[C@@H]2OCCCC[C@@H](C)Oc3ccc(NS(=O)(=O)c4ccc(F)cc4)cc3C(=O)N([C@H](C)CO)C[C@H]2C)cc1
?	1.7	1[16.7 µM]	1	0	-5	-2	CN1c2ccc(-c3ccc(F)cc3)cc2[C@@H]2[C@@H](CCN2C(=O)C2CCOCC2)[C@@H]1CO
-2	1.9	.	1	.	3	0	CCC1=C2CC[C@H]3C(=O)N(CC)C(=O)[C@H]3[C@H]2[C@@]2(Cc3ccccc3)C(=NCCOC)OC(=O)N2C1=O
0	1.3	.	0	.	3	.	CCN(C[C@H]1N[C@@](C)(C(=O)OC)[C@H]2C(=O)N(Cc3ccccc3)C(=O)[C@@H]12)C(=O)Nc1ccc(F)cc1
-5	-3.0	-1	0	1	3	0	CCOC(=O)CNC(=S)n1cnc(N)n1
-7	.	5	2	-1	3	3	N#Cc1cnc(SCC(=O)NNC(=O)COc2cccc3ccccc23)nc1N
-3	3.4	-2	1	0	1	1	CC(C)(C)c1ccc(C(=O)Nc2ccc(S(N)(=O)=O)cc2)cc1
5	-1.0	-1[16.7 µM]	-1	6	1	3	C[C@@H]1CN([C@@H](C)CO)S(=O)(=O)c2ccc(C#CCN(C)C)cc2O[C@@H]1CN(C)CC1CC1
4	-1.5	.	6	-4	-1	4	CN1C(=O)C(C)(C)c2cc(S(=O)(=O)N3CCCCCC3)ccc21
1	-3.1	-2	2	-3	1	-8	Cc1ccc(CSCc2ccc(C(=O)NCCC(C)C)o2)cc1
0	-2.7	.	1	-1	.	-9	COc1ccc(NC(=S)NC(NC(=O)c2ccc(Cl)cc2Cl)C(Cl)(Cl)Cl)c([N+](=O)[O-])c1 (stereo not given)
9	1.3	-3	2	0	0	2	CCN(CC)C(=O)N1CCN(Cc2ccc3c(c2)OCO3)CC1
41*	0.8	4	-2	-7	-30	-3	CCN(CC)CCCNC(=S)N1CCN(c2nc3ccccc3n2CC)CC1
-11	0.4	-4	-3	0	-3	4	COc1cccc(NC(=O)CN2CCC(NC(=O)c3ccccc3C)CC2)c1
-4	3.6	.	1	4	-1	-3	CCOC(=O)c1nc(Nc2cc(C)cc(C)c2)c2ccccc2n1
6	2.2	.	-1	0	0	0	CC1=C(C(=O)OC(C)(C)C)C(c2ccc(Br)cc2)NC(=O)N1CCCC(=O)O (stereo not given)
7	0.5	.	4	-6	-2	-7	COc1ccccc1N1CCN(C2CCCN(C(=O)CCc3cnn(C)c3)C2)CC1 (stereo not given)
-9	-1.4	-3	9	-2	1	2	COc1cc(C(=O)OCC(=O)c2ccc(S(=O)(=O)N3CCCCC3)cc2)cc(OC)c1OC
.	1.2	-11[16.7 µM]	.	-2	.	.	CC(C)NC(=O)N1C[C@@H]2[C@H](c3ccccc31)[C@@H](CO)N2C(=O)c1ccccc1F
-5	-0.6	-4	-6	-1	2	1	CC1(C)c2[nH]c3ccccc3c2C[C@H]2C(=O)N(Cc3ccccc3)C(=O)N21
6	-1.6	.	-5	0	0	0	C[C@@H]1CN([C@@H](C)CO)C(=O)c2cc(NS(C)(=O)=O)ccc2O[C@@H](C)CCCCO[C@H]1CN(C)C(=O)NC1CCCCC1
-9	0.6	0	0	1	1	3	CC(C)C(=O)Nc1cc(S(=O)(=O)N2CCOCC2)ccc1N1CCCCC1
?	1.6	-5	0	.	-1	.	COc1ccc(OC)c(CCNC(=O)CC2Oc3ccccc3NC2=O)c1 (stereo not given)
-4	-3.0	.	0	0	-1	-5	Cc1cccc(C)c1NC(=O)C(c1ccncc1)n1c(=O)c(-c2ccccc2)nc2ccccc21 (stereo not given)
-2	-2.1	-3	2	-2	-4	0	CCOc1cc2c(cc1/C=C/c1noc(C)c1[N+](=O)[O-])OC(C)C2 (stereo not given)

# More results.
DENV2 CPE	F508del corr	miR-122 sensor	ERp5 block	SIRT5 inh	Casp6 inh	ERAP1 HTS inh	molecule
20	4.2	24[16.7 µM]	-4	2	-2	8	COc1cccc(CN2CCCCN3[C@H](CO)[C@@H](c4ccc(C#Cc5cccnc5)cc4)[C@H]3C2)c1
18	2.4	1[16.7 µM]	1	-2	2	.	OC[C@H]1[C@@H](c2ccc(-c3cccnc3)cc2)[C@@H]2CN(CC3CC3)CCCCN12
-1	2.6	.	1	-3	0	4	Cc1ccc(NC(=O)c2cccs2)cc1NC(=O)c1ccccc1Cl
10	-0.4	.	7	-2	.	5	Cc1cc(NC(=O)CCC(=O)N(CC(=O)NC2CCCC2)c2ccc(Cl)cc2)no1
1	-7.0	3	-4	1	-1	0	CCN(CC)c1nc(Nc2ccc([N+](=O)[O-])cc2)nc(N(CC)CC)n1
3	1.3	-1[16.7 µM]	2	-2	3	0	C[C@H]1CN([C@@H](C)CO)C(=O)c2cccc(NC(=O)NC3CCCCC3)c2O[C@@H]1CN(C)S(=O)(=O)c1cn(C)cn1
-5	-0.2	-5	3	-2	0	2	CSc1nnc(-c2ccncc2)n1/N=C/c1cn(-c2ccccc2)nc1-c1ccc(Cl)cc1
0	0.1	3	-5	-7	0	-3	Clc1ccc(-c2cn3ccccc3n2)cc1
2	3.2	8[16.7 µM]	1	1	3	-1	O=C(Nc1cccc(Cl)c1)N1C[C@@H]2[C@H](c3ccccc31)[C@@H](CO)N2C(=O)C1CCCC1
-9	5.2	.	-5	2	-2	1	O=C(C1CCCC1)N1CC2(C1)[C@H](c1ccccc1)[C@H](CO)N2CCC(F)(F)F
-6	1.7	4	5	4	-4	1	Oc1[nH]c2ccccc2c1N=Nc1ccccc1
-7	0.5	4	8	1	-1	-2	COc1ccc(-c2cn(CCN)c(-c3ccncc3)n2)cc1
.	.	-4	1	-2	4	5	Cc1cc2ncn(/N=C/c3ccc(-c4ccccc4)o3)c2cc1C
